TbREL1 primary – TbREL1 RNA ligase inhibitors, primary screen, biochemical, FRET fluorescence | RNA-editing ligase 1, mitochondrial (Trypanosoma brucei brucei), P86926 | TbREL1 RNA ligation | inhibition, % at 9.66 µM | hit rate 0.49% among 89,000;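 active means inhibition above the mean inhibition across all screened compounds plus 3 SD, cut at about 11% in these data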;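 further: 0% = plate median of test wells and 100% = NSC42067 control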
Target sequence (P86926 whole entry, looked up): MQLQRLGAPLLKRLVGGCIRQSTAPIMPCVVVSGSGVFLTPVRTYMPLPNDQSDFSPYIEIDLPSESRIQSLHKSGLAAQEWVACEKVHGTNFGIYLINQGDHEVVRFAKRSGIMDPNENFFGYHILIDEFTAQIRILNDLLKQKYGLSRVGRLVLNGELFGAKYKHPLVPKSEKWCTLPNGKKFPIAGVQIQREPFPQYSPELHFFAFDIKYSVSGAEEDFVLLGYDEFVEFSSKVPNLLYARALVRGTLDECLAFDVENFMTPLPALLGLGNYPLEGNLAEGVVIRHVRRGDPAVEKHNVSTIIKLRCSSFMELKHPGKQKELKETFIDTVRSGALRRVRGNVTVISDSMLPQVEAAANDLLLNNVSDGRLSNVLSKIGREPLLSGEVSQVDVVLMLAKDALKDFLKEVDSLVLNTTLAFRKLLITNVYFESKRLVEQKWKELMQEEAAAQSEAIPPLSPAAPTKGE
* hit, by the source's call.

TbREL1 primary,smiles
8.2,O=C(Nc1ccc(-c2csc(Nc3ccc(Cl)cc3)n2)cc1)c1cccc(C(F)(F)F)c1
-7.6,CCOc1ccc(NC(=O)c2ccc(NC(=O)COC(=O)Cc3ccc(OC)cc3)cc2)cc1
-1.4,COC(=O)N/N=C\c1c(C)nn(-c2ccccc2)c1Cl
0.2,COC(=O)c1cc2occc2n1Cc1ccc(Cl)cc1
-0.3,COC(=O)/C=C/C(=O)Nc1cccc(C(F)(F)F)c1
1.8,CC(Cc1ccccc1)C(=O)NCc1ccccn1 (stereo not drawn)
-0.5,CN(C)CCNCc1ccccc1OC1CCCC1
-4.7,Cc1cccc(-n2c(C)cc(/C=N/NC(=O)c3cccc([N+](=O)[O-])c3C)c2C)c1

Following part:
TbREL1 primary,smiles
-2.4,CC1CCCc2sc3nc(N4CCN(CCO)CC4)n4ncnc4c3c21 (stereo not drawn)
-5.2,O=C(c1cc(N2C(=O)C3C4CCC(C4)C3C2=O)ccc1Cl)N1CCN(c2ccccc2)CC1 (stereo not drawn)
4.6,O=C(O)C1CC=C(Cl)CC1C(=O)NCc1ccccc1 (stereo not drawn)
3.6,O=C(CSc1nnc(-c2ccccc2)n1-c1ccc(Cl)cc1)c1ccc(Cl)cc1
-0.1,COc1cc(C2Nc3ccc4ncccc4c3C3=C2C(=O)CCC3)cc(OC)c1O (stereo not drawn)
0.4,CC1(C)Cc2c(c(=S)nc(-c3ccccc3)n2CCN2CCOCC2)CO1
-0.1,O=S(=O)(c1ccc2ccccc2c1)N1CCN(S(=O)(=O)N2CCCCC2)CC1
-2.4,CCN(CC)S(=O)(=O)c1ccc(OC)c(NC(=O)c2cc(C)on2)c1

Other compounds.
TbREL1 primary,smiles
-1.8,CC(=O)c1ccc(Nc2cc(C)nc3nc(C)nn23)cc1
2.3,CCOC(=O)c1ccc(N2C(=O)C3CC=C(C)CC3C2=O)cc1 (stereo not drawn)
-0.9,CCOc1ccc(-c2nnc(SCc3nc4ccccc4[nH]3)n2N)cc1
-2.1,Cc1ccc(/C=c2\sc3nc(-c4cccnc4)nn3c2=O)cc1
5.2,COc1ccccc1CN1C[C@@H]2C[C@@H](c3ccccc3OC)N3CCC[C@@]23C1=O
0.7,COc1ccc(-c2c(-c3cc(OC)cc(OC)c3)n(C)c3ccc(-c4cnc(N)nc4)cc23)cc1
-0.4,OC1C2CCC(C2)C1CN1CCOCC1 (stereo not drawn)
0.7,COC(=O)c1cc(OC)c(OC)cc1NC(=O)Cc1ccccc1[N+](=O)[O-]

Following part.
TbREL1 primary,smiles
-1.2,O=C(c1ccccc1)n1ccc2ccc(-c3ccc4ccn(Cc5ccccc5)c4c3)cc21
-2.7,CC(C)Nc1nc(SCC(=O)Nc2ccccc2)nc(N2CCOCC2)n1
7.3,Cc1nc2c(c(C)nn2-c2ccccc2)c(C)c1CCC(=O)Nc1ccc(CN2CCCC2)cc1
2.3,CCn1c2ccccc2n2c(=O)c(=O)n(CC(=O)Nc3ccc(C(C)C)cc3)nc12
-3.7,CCn1c(COc2ccccc2)nnc1SCc1ccc(C#N)cc1
0.8,COc1ccc(N(CC(=O)N2CCN(c3ccccc3F)CC2)S(=O)(=O)c2c(C)n[nH]c2C)cc1
-1.6,Cc1cc(C)cc(OCc2nnc(SCC(=O)OC3CCCCC3)o2)c1
3.2,CC#CC(=O)N1CCC(CCC(=O)N(C)Cc2ccccc2)CC1

New compounds follow.
TbREL1 primary,smiles
4.4,COc1cccc(CNC(=O)c2nnn(CC(=O)Nc3cc(C)ccc3C)c2N)c1
0.2,O=C(c1ccccc1)n1ccn(-c2ccccc2)c1=S
1.3,Cc1cccc(OCC(=O)NCC(=O)N/N=C/c2cc(Br)cc(Br)c2O)c1
3.8,CSc1ccc(/C=N/n2nnnc2N)cc1
2.5,COc1cc(OC)cc(-c2c(C#Cc3ccsc3)c3cc(-c4cnc(OC)nc4)ccc3n2C)c1
-0.1,Cc1nnc(NC(=O)CSc2nnc(-c3ccco3)n2C(C)C)s1
-2.3,Cc1cccc(-n2c(O)c(C=Nc3ccc4c(c3)OCO4)c3ccccc3c2=O)n1
1.4,CCC(Oc1ccccc1)C(=O)NC1CCCCCC1 (stereo not drawn)

Going on with the list.
TbREL1 primary,smiles
3.1,CCc1cccc(NC(=O)c2snc3c(=O)[nH]cnc23)c1
-1.4,O=S(=O)(N1CCOCC1)n1nnc2ccccc21
1.1,CCOc1ccccc1NC(=O)CC1Nc2cc(C)c(C)cc2NC1=O (stereo not drawn)
0.1,CCOc1ccc(-n2c(N)c(-c3nc4ccccc4[nH]3)sc2=S)cc1
0.0,COc1ccc(CNC(=O)c2cn(Cc3ccccc3F)c(=O)s2)cc1
-6.6,Fc1ccccc1/C=N/n1c(-c2cccnc2)n[nH]c1=S
0.0,COc1ccc(C(=O)CSc2nnc(-c3n[nH]c4c3CCC4)n2N)cc1OC
-6.3,CCOc1cc(NC(=S)NCCCN2CCOCC2)c(OCC)cc1NC(=O)C1CCCCC1

Next part.
TbREL1 primary,smiles
2.4,CCN(CC)C(=O)C1CCCN(Cc2cccc(F)c2)C1 (stereo not drawn)
-0.2,CCCN(C(=O)C(=O)Nc1ccc2nc3n(c(=O)c2c1)CCCCC3)c1ccc(OCC)cc1
7.4,N#Cc1ccc2[nH]c(CO)c(-c3ccccc3)c2c1
1.6,CC(=O)NCCc1ccc(C(=O)COC(=O)c2cccs2)cc1
3.8,CC(=O)CSc1ccc(S(=O)(=O)N2CCN(C)CC2)cn1
5.3,C/C(Cn1nnc2ccccc21)=N\NC(=O)c1cccc(Br)c1
5.5,CCN(CC(=O)N1CCOCC1)S(=O)(=O)c1ccc(C)cc1
-1.1,COc1ccc(CCNCC(=O)Nc2ccc(OC(F)F)cc2)cc1

Further records:
TbREL1 primary,smiles
4.6,CSc1ccc(Cn2nnc(C(=O)NCc3ccccc3)c2N)cc1
-0.7,C[C@@H]1CN([C@@H](C)CO)S(=O)(=O)c2ccc(Br)cc2O[C@H]1CN(C)C(=O)c1cccc(F)c1
1.7,c1ccc(NC2=NCCN2CC2CCCCCC2)cc1
-1.0,COC(=O)c1ccc(/C=C(\C#N)c2nc3ccccc3s2)cc1
3.0,NC(N)=NS(=O)(=O)c1ccc(NC(=S)NC(=O)c2ccc3c(c2)OCO3)cc1
1.6,Cc1ccccc1Nc1nc(N)nc(CN2CCN(c3ccccn3)CC2)n1
1.1,COc1ccc(NC(=O)CSc2cn[nH]n2)cc1OC
-0.9,O=C(CN(Cc1ccccc1F)S(=O)(=O)c1ccc(Cl)cc1)NCC1CCCO1 (stereo not drawn)

Next section
TbREL1 primary,smiles
2.0,Cc1ccc(C(=O)Nc2ccc(N3CCOCC3)cc2)cc1
-0.3,COc1ccc(C(CNc2nc(-c3cccnc3)nc3ccccc23)N(C)C)cc1 (stereo not drawn)
5.6,C#CCOCCOCCOCCNc1nc(N2CCN(C(=O)[C@H]([C@@H](C)CC)n3cc([C@@H](N)Cc4ccc(O)cc4)nn3)CC2)nc(N2CCN(C(=O)[C@H](Cc3ccc(O)cc3)n3cc([C@@H](N)C(C)CC)nn3)CC2)n1 (stereo partly drawn)
3.7,CCN1C(=O)[C@@H]2[C@@H](c3ccc(-c4ccc(F)cc4)cc3)N3CCC[C@@]3(C(=O)OC)[C@@H]2C1=O
0.7,COc1ccc(N2C(=O)CCC(C(=O)NCCN3CCOCC3)C2c2ccc(OC)c(OC)c2)cc1 (stereo not drawn)
-0.8,C=CCOc1c2ccc(C(=O)N(CC)c3ccc(OC)cc3)cc2nn1C
6.0,CCN(CC)S(=O)(=O)c1cccc(-c2nnc(SCC(N)=O)n2N)c1
0.2,COc1ccc(N2C(=O)c3ccccc3NC2c2ccc(OC)c(CN3CCOCC3)c2)cc1 (stereo not drawn)

Going on with the list.
TbREL1 primary,smiles
-1.2,O=C(NCCCN1CCCCCC1)C1CC(=O)N(C2CCCC2)C1 (stereo not drawn)
2.2,COc1ccc(Nc2cc(C(=O)NCCCN3CCN(C)CC3)c3ccccc3n2)c(OC)c1
-3.0,O=C(CSc1nnc(-c2cccnc2)n1-c1ccc(Cl)cc1)c1ccc2ccccc2c1
-1.0,O=C(CSc1nnc2ccccn12)NNC(=O)c1ccc([N+](=O)[O-])cc1
3.9,CCOC(=O)CCC(=O)Nc1ccc(S(=O)(=O)N2CCC(C)CC2)cc1
0.2,CCN(CC(=O)Nc1ccccc1Br)C1CCCCC1
-3.3,Cc1cc(C(=O)COc2cccnc2[N+](=O)[O-])c(C)n1-c1ccccc1F
-2.0,Cc1cc([N+](=O)[O-])nn1CCCC(=O)Nc1c(C)n(C)n(-c2ccccc2)c1=O

New compounds follow
TbREL1 primary,smiles
0.3,COC(=O)CCNCCSc1nnc(-c2ccco2)n1Cc1ccccc1
0.5,O=[N+]([O-])c1cccc(S(=O)(=O)N2CCN(S(=O)(=O)N3CCOCC3)CC2)c1
-1.4,Cn1c(=O)oc2cc(S(=O)(=O)N3CCN(c4ccccc4)CC3)ccc21
4.0,Cc1nn(-c2ccc(C(=O)N3CCN(S(=O)(=O)c4ccccc4C(F)(F)F)CC3)cc2)c(C)c1Cl
-2.5,CCOC(=O)c1c(S(=O)(=O)N2CCCC(C(=O)Nc3ncccc3C)C2)c(C)n(C)c1C (stereo not drawn)
0.7,COc1ccc(-c2c(C(C)=O)c(C)nc3sc4c(=O)n(-c5ccc(C)cc5)nnc4c23)cc1
1.4,COCCn1c(-c2ccc(OC)cc2)cnc1SCC(=O)Nc1cccc2ccccc12
-2.3,CC1=C(C(=O)OCc2ccccc2)C(c2ccco2)n2ncnc2N1 (stereo not drawn)

The listing continues:
TbREL1 primary,smiles
2.2,CCCCSc1nnc2c(n1)[nH]c1ccccc12
0.2,O=C(NCc1ccco1)c1ccc(Cn2cc([N+](=O)[O-])cn2)o1
-3.0,CCOC(=O)c1ccc(NC(=S)NCC(O)c2ccccc2)cc1 (stereo not drawn)
7.1,COC(=O)Cn1c(=NC(=O)CN2C(=O)CCC2=O)sc2cc(S(N)(=O)=O)ccc21
0.5,COC(=O)c1ccc(Cn2c(C)c(C(=O)Nc3cccc(Oc4ccccc4)c3)sc2=O)o1
1.4,CCN1C(=O)C(=O)N(CC(=O)Nc2cc(C)ccc2C)C1=O
-1.2,COc1cc(Br)cc2cc(C(=O)N3CCOCC3)c(=O)oc12
3.3,Cc1ccc(/C=C/C(=O)Nn2cnnc2)cc1

Continued.
TbREL1 primary,smiles
0.3,CCCNc1c(N)n(-c2ccccc2)c(=O)[nH]c1=O
-0.6,O=C1NCCN1Cc1ccccc1
0.5,Nc1ccc(C#Cc2ccc3oc4ccccc4c(=O)c3c2)cc1
2.1,COC(=O)CNC(=O)Cn1cnc2sc(C)c(S(=O)(=O)N3CCN(c4ccccc4OC)CC3)c2c1=O
1.9,O=C(CSc1nc2ccccc2[nH]1)Nc1c(F)c(F)c(F)c(F)c1F
2.6,Cc1cccc(Nc2nc(N)nc(CN3CCN(Cc4ccc5c(c4)OCO5)CC3)n2)c1
7.1,Cc1cc(C)n(C(=O)CSc2ccc(Cl)cc2)n1
2.0,O=C(Oc1nsnc1N1CCCCC1)N1CCOCC1

(continued)
TbREL1 primary,smiles
4.5,CCOC(=O)c1cnc2c(N=Nc3ccccc3)c(N)nn2c1N
-1.1,CCCn1nnc(NC(=O)c2ccc3ccccc3c2)n1
-1.7,CC(NC(=O)c1cc2c(=O)n(C)c3ccccc3c2n1C)c1ccc2c(c1)OCCO2 (stereo not drawn)
-2.2,CCCCOC(=O)Nc1ccc(C(C)C)cc1
0.5,NC(=O)c1coc(-c2ccccc2)n1
2.2,COc1cccc(N(CC(=O)NC2CCCCCC2)S(=O)(=O)c2ccccc2)c1
-4.5,CC(C)CC(=O)NC(=S)Nc1ccc(CN2CCOCC2)cc1
-0.6,O=C(c1ccc2ccccc2n1)N1CCN(c2ccccc2O)CC1

(more compounds)
TbREL1 primary,smiles
-0.2,CN(C(=O)COC(=O)c1cc(S(=O)(=O)N(C)C)ccc1Cl)C1CCS(=O)(=O)C1 (stereo not drawn)
-1.6,CCN(C(=O)CSc1nccn1C)c1cccc2ccccc12
1.1,Cc1ccc(-c2cnc(NC(=O)CCC(=O)N3CCCCC3)n2C)cc1
-3.4,COc1ccc(C2CC(=O)Oc3c(C(CCN4CCCC(C)C4)c4ccc(N(C)C)cc4)c(OC)cc(OC)c32)cc1 (stereo not drawn)
-0.9,CC(C(=O)Nc1ccccc1Sc1ccccc1)N(c1ccccc1)S(C)(=O)=O (stereo not drawn)
-1.4,Cc1ccc(C(=O)Nc2ccccc2N2CCN(C(=O)C(C)C)CC2)cc1C
-1.7,O=[N+]([O-])c1ccn(-c2nc(-c3ccccc3)cc(C(F)(F)F)n2)n1
2.0,CCN(CC)C(=O)CSc1nc2c(sc(=S)n2-c2ccccc2)c(=O)[nH]1

The list goes on.
TbREL1 primary,smiles
-1.0,C=CCNC(=S)NNC(=O)c1ccc(Br)cc1
1.3,CN1C(=O)/C(=C/c2ccc3c(c2)OCO3)N=C1c1ccccc1
1.5,CCN(CC)S(=O)(=O)c1ccc(C(C)NCC(=O)Nc2ccccc2C(=O)NC2CC2)cc1 (stereo not drawn)
-5.5,Cc1cc(C)cc(OCC(=O)Nc2ccc(N3CCOCC3)cc2N2CCOCC2)c1
2.7,O=S1(=O)CCOCCCN1Cc1ccccc1Br
-1.1,O=C(CSc1ccc(-c2ccco2)nn1)Nc1cccc(F)c1
2.2,O=C(Cc1cccs1)N1CCN(C(=O)C2CCCO2)CC1 (stereo not drawn)
-1.7,CCn1cc(C(=O)N2CCCC2)c(=O)c2cc(S(=O)(=O)N3CC(C)CC(C)C3)ccc21 (stereo not drawn)
-1.0,Cc1onc(-c2ccccc2)c1C(=O)Nc1nnc(C(C)C)s1

Bioassay records: PubChem, The Scripps Research Institute Molecular Screening Center

The list is partial; rates above refer to the full screens.
